# TRb SRC2 PPI – disrupts binding of human TR beta to SRC2; P10828; TRbeta-SRC2 peptide binding, fluorescence polarization; receptor liganded with 1 µM T3; Potency, µM (doses to about 106 µM), without a hit: at the top dose activity change, negative = inhibition, hits mostly inhibitors; hit rate 0.065% among 280,000;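 note: plate controls were bound peptide for no effect and peptide without receptor for full effect; nearly all actives have a fitted effect of over 50% in size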
# Target sequence (P10828 whole entry, looked up): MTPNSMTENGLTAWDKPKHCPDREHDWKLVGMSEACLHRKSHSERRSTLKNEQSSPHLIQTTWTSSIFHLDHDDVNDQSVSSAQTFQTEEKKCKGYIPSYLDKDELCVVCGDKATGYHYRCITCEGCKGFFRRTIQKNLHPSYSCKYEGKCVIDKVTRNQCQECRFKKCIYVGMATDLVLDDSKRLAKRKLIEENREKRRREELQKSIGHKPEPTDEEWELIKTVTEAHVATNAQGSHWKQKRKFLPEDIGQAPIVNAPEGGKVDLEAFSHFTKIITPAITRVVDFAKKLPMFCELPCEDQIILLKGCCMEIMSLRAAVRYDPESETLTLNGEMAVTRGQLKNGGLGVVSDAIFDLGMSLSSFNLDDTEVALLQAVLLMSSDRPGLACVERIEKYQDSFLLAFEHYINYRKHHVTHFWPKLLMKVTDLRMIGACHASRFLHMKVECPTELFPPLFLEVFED
#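 Read-out is fluorescence polarization (555 nm excitation, 632 nm emission) of a Texas Red SRC2 coactivator peptide; loss of signal reflects blocked binding to human TRb ligand-binding domain in the presence of 1 uM T3.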
# TexasRed fluor – Texas Red fluorescence interference in TRb-SRC2 counter-screen; Potency, µM (series often up to 106 µM), for the others: at the top dose fluorescence change, negative = quenching; hit rate 0.29% among 280,000; TRb/SRC2 Texas Red total fluorescence interference; active = well fitted curve in either direction with a large enough effect; inconclusive = small, poorly fitted or top-dose-only effect
#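 Human TRb ligand-binding domain at 0.6 uM with 20 nM Texas Red SRC2 peptide in Tris buffer containing 1 uM T3 and 5% DMSO, incubated with compound 5 h at ambient temperature. Total fluorescence (555/632 nm) calculated as parallel + 2 × perpendicular.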
# RECQ1 inh – RECQ1 (human) helicase inhibition | RECQ1 DNA unwinding, red fluorescence kinetic read | P46063 | hit rate 0.54% among 240,000 | Potency, µM (titrated, usually from 57.3 µM), for inactives: top-dose activity, negative = inhibition, usual class: inhibitors;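 note: plate controls were vehicle for no effect and no enzyme for full effect; nearly all actives have a fitted effect of over 30% in size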
# Target sequence (P46063 whole entry, looked up): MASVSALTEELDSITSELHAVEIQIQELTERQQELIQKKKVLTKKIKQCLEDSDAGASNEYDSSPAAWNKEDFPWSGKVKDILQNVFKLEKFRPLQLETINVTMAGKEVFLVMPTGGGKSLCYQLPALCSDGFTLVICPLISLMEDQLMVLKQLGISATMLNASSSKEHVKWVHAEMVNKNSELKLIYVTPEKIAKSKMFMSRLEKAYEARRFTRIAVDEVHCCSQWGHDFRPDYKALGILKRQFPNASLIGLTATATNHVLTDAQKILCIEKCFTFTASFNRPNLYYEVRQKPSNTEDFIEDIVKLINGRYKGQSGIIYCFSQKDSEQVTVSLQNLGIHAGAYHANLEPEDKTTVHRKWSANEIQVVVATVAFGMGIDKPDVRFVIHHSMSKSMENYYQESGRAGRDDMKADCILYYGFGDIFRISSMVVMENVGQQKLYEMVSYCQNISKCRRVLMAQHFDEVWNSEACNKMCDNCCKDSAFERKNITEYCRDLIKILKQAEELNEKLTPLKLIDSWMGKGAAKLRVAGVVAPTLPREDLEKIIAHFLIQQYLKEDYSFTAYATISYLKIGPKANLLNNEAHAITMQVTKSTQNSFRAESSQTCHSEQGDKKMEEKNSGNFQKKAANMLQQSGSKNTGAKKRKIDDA
#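 RECQ1T1 50 nM; forked duplex (20 bp + 30-nt ss tails) 200 nM, ATP 2 mM final; pH 8.0, 2 mM MgCl2, 2.5 ug/ml poly(dI-dC); 15 min compound preincubation; discontinuous kinetic read over 2 h at RT.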
# GAA glycogen mod – GAA glycogen-cleavage inhibition or activation. recombinant GAA, glycogen substrate, Amplex Red glucose oxidase fluorescence. Potency, µM (highest dose often 76.4 µM), for inactives: at the highest dose activity change, negative = inhibition, hits mostly inhibitors. hit rate 0.38% among 300,000;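 note: 0% = full enzyme reaction and -100% = no-enzyme basal signal; the screen sought inhibitors and activators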
#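 Recombinant enzyme (4 nM final) with compounds titrated up to 77 uM and bovine liver glycogen (30 ug) in citrate pH 5.0, 0.01% Tween-20, 37 C 40 min. Released glucose detected by Amplex Red/glucose oxidase (Ex 573/Em 610); AC50 from Hill fits.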
# GoLoco inh red – blocks human Gai1 binding to RGS12 GoLoco peptide, red readout | Gai1:RGS12 GoLoco peptide FP, rhodamine, 10 min | Potency, µM (highest dose often 61.6 µM), for the others: top-dose activity, negative = inhibition, most hits filed as inhibitors | hit rate 0.44% among 230,000; active = well fitted inhibition curve with a large enough effect, not every such curve was filed as active; inactive = no such curve, though single readings can be large or run the other way; note: nearly all actives have a fitted effect of over 30% in size; many of its hits are not listed in these tables
# GAA inh – blocks human lysosomal alpha-glucosidase; Potency, µM (highest dose often 76.9 µM), for inactives: top-dose activity change, negative = inhibition, most hits filed as inhibitors; hit rate 0.005% among 200,000; P10253; purified human GAA, 4-MU-alpha-glucoside fluorescence;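 note: plate controls were uninhibited enzyme wells for no effect and no-enzyme background for full effect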
#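 Enzyme (4 nM final) mixed with compound (up to 77 uM), then 4-MU-alpha-D-pyranoside (400 uM final) added; 20 min at room temperature, pH 5.0. Reaction stopped at pH 10, fluorescence read, AC50 derived by Hill fit.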
# L3MBTL1 inh – blocks human L3MBTL1; AlphaScreen L3MBTL1–H3K9me1 peptide binding; Potency, µM (titrated, usually from 57.1 µM), for inactives: at the highest dose activity, negative = inhibition, usual class: inhibitors; hit rate 0.66% among 230,000; AID 485360; note: nearly all actives have a fitted effect of over 60% in size
#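 Read-out is AlphaScreen signal from streptavidin donor and nickel chelate acceptor beads (10 ug/mL final each) bridging L3MBTL1 (50 nM) and biotinylated K9-monomethylated H3(1-15) peptide (75 nM), after 30 min compound exposure at room temperature.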
# aGlu spleen mod – lysosomal alpha-glucosidase (human) modulation. P10253. hit rate 0.006% among 240,000. human spleen homogenate, 4-MU-alpha-glucoside fluorescence. Potency, µM (series often up to 79.9 µM), for the others: top-dose activity change, negative = inhibition, usual class: inhibitors;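 note: 0% = enzyme with vehicle and -100% = no enzyme basal signal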
#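 Human spleen homogenate (1 ug) incubated with compounds and 1 mM 4-methylumbelliferyl-alpha-D-glucopyranoside in pH 5.0 citrate/phosphate buffer, 37 C, 40 min. Stopped at pH 10; 4-MU fluorescence (Ex 365/Em 440 nm); AC50 by Hill fit.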
# * marks the source's active call; other numbers are inactive results; i = inactive; ? = inconclusive; nt = not tested or not shown; & = joins results of further samples; [ ] = dose if it differs, or a comment. Unless noted, calls come from the whole dose curve; as a rule, active = well fitted curve in the direction sought with a large enough effect; inconclusive = small, poorly fitted or top-dose-only effect, or another doubt; inactive = no such curve, though single readings can be large; an effect the other way counts as inactive or inconclusive. Unless noted, % is set by controls: 0 for no effect and ±100 for the full control effect; potency is the fitted concentration of half-maximal effect.
# The line under a structure holds: RECQ1 inh | GoLoco inh red | aGlu spleen mod | L3MBTL1 inh | GAA inh | TexasRed fluor | TRb SRC2 PPI | GAA glycogen mod
> C=CCOC(=O)N[C@H](C[N+](=O)[O-])c1ccccc1
  i | 0.8% | -10.0% | nt | nt | -2.5% | -10.8% | nt
> COc1ccc(-c2csc(-c3cccnc3)n2)cc1C
  -2.6% | 8.8% | -2.5% | 30.2%[activator] | 8.5% | -2.1%[53 µM] | -0.8%[53 µM] | -5.1%
> C/C(N)=C(/C#N)C(=O)CSc1nc2ccccc2c(=O)n1CCCOC(C)C
  -6.1% | 10.7% | -3.0% | -9.9% | -4.6% | -3.6% | 5.8% | 10.0%
> C=CCN1C(=O)/C(=C\c2ccc(Oc3nc(N4CCOCC4)nc(N4CCOCC4)n3)c(OC)c2)SC1=S
  -2.3% | 46.8%[activator] | -9.1% | nt | -5.9% | -0.8% | 4.0% | -6.8%
> O=C(NCC1CCCO1)c1cc(S(=O)(=O)Nc2ccc(Br)cc2)ccc1Cl (centres undefined)
  i | -4.3% | 0.8% | 3.8% | -0.4% | -1.1% | 1.7% | -2.5%
> O=C(OCC(=O)N1CCc2ccccc21)c1c2c(nc3ccccc13)CCCC2
  -8.6% | nt | 2.2% | -10.0% | 2.2% | 2.2% | 10.7% | -4.3%
> O=C(Nc1ccc(Nc2ccccc2)cc1)c1ccc(Br)o1
  -7.6% | -2.7% | -4.4% | -21.4% | -4.4% | -4.7% | -15.2% | -21.4%
> COc1ccc(/C=N/NC(=O)CN2CCCc3ccccc32)c(OC)c1
  i | 0.2% | 1.1% | nt | nt | 0.7% | 3.2% | -13.2%
> CCOc1cccc(C(=O)Nc2nnc(-c3cccs3)s2)c1
  -13.6% | 6.8% | -13.8% | nt | ? | -0.4% | 0.4% | 7.6%
> Cc1ccc(SCc2cc(=O)[nH]c(SCC(=O)Nc3cc(Cl)ccc3Cl)n2)cc1
  -16.7% | 9.2% | 2.8% | nt | -8.0% | -6.1% | 3.6% | 5.7%
> CC1Cc2c(-c3ccccc3)nc3c(c2CO1)CN(CCOc1ccccc1)CC3 (centres undefined)
  -6.0%[11.5 µM] | nt | 3.7%[17.4 µM] | nt | nt | -3.4%[11.2 µM] | 0.5%[11.2 µM] | nt
> O=C(c1cc(-c2ccccc2)nc2ccccc12)N1CCc2ccccc2C1
  -3.6% | -3.9% | -6.4% | -17.4% | -0.1% | -2.1% | 8.7% | 4.4%
> COc1ccc(C2Nc3ccccc3C(=O)N2Cc2ccco2)cc1COc1ccc([N+](=O)[O-])cc1 (centres undefined)
  -23.1% | -0.8% | 2.8% | -11.2% | -12.7% | 1.1% | -2.5% | 7.0%
> COc1cc(Cl)cc(C2NC(=O)NC(C)=C2C(=O)NCc2ccccc2)c1O (centres undefined)
  0.6% | 8.6% | -20.9% | 6.0% | -3.8% | -0.4% | -1.7% | -1.0%
> Cc1c(C(=O)OCCOc2ccccc2)[nH]c2c1C(=O)CCC2
  -11.4% | -10.9% | -2.4% | nt | ? | -1.8% | -1.4% | ?
> Cc1c[n+](C)ccc1CC1C([N+](=O)[O-])=C[N-]c2ncnn21 (centres undefined)
  -2.5% | 10.6% | nt | -0.6% | -10.2% | -2.7% | -0.8% | 3.4%
> COc1cc2oc3ccccc3c2cc1N(CC(=O)N(C)C)S(=O)(=O)c1ccc(C)cc1
  -10.7% | 8.2% | -7.6% | nt | -4.6% | 0.6% | -5.2% | -1.6%
> Cc1cc(C)c(NC(=S)NCCO)c(C)c1
  -13.6% | 5.0% | -9.5% | 6.8% | nt | -0.7% | 5.5% | -14.1%
> Cc1c(CN(C)C(=O)/C=C/c2ccc([N+](=O)[O-])cc2)cnn1C
  -6.3% | 11.1% | 1.6% | 11.4% | 0.3% | 3.1% | 4.9% | -4.0%
> CCOc1ccc(N(CC(=O)NC(C)CC)S(=O)(=O)c2c(C)noc2C)cc1 (centres undefined)
  -8.9% | -3.2% | 8.0% | nt | 3.0% | -4.7% | 2.7% | -32.1%
> O=C(CSc1nc(N2CCCCC2)nc(N2CCCCC2)n1)Nc1nccs1
  -6.0% | -2.3% | -9.6% | -14.1% | -1.6% | -1.3% | -2.2% | 0.1%
> CCOc1ccc(CNC(=O)CCn2c(=O)oc3ccccc32)cc1OC
  i | 3.6% | 4.3% | 1.5% | 4.3% | 1.5% | 0.4% | 6.9%
> CC(CN1CCN(C)CC1)OC(=O)c1ccccc1 (centres undefined)
  -14.4% | 10.6% | -3.6% | -1.1% | -14.0% | -2.7% | -1.0% | 8.4%
> CSc1nc(-c2ccccc2)nc(N2CCOCC2)c1C(C)=O
  -4.6% | -2.1% | -6.2% | -5.3% | -1.0% | -0.9% | -1.2% | -6.7%
> CC(C)C[C@H](NC(=O)OC(C)(C)C)c1nnc(SCC(=O)Nc2ccc(Br)cc2)o1
  -11.5% | -2.3% | -5.8% | -2.7% | ? | -2.5% | -10.0% | 2.1%
> S=C(c1ccc(Cl)cc1)N1CCN(Cc2ccccc2)CC1
  i | 5.5% | 0.7% | -21.9% | -1.7% | -1.9% | -2.5% | 7.3%
> COCCn1cnnc1SCC(=O)Nc1cccc(S(=O)(=O)N(C)c2ccccc2)c1
  0.1% | 8.7% | 8.2% | -25.0% | -1.3% | -2.0% | -12.3% | 15.0%
> CC1=CC(=O)CC(C)(C)C1(O)/C=C/C(C)=C/C(=O)O (centres undefined)
  -0.9% | -0.8%&5.2% | -7.4%&5.1% | 9.0% | nt | -0.4%&-0.7% | -4.5%&7.4% | 5.7%
> CCC(C)NCCOCCOc1ccccc1-c1ccccc1 (centres undefined)
  -8.5% | -4.2% | -7.4% | -1.1% | -18.1% | -3.3% | -1.3% | -2.2%
> Cc1nnc(-c2cnn(C)c2N)n1Cc1ccccc1F
  i | 8.4% | 0.6% | nt | 4.3% | -0.3% | -3.4% | 2.8%
> CC1(C)CC2CC(C)(CN2C(=S)Nc2ccccc2F)C1 (centres undefined)
  -0.5% | 4.1% | -6.7% | -3.0% | 10.0% | -2.7% | 9.6% | -6.0%
> CCn1c(SCc2ccccc2)nc2c(c1=O)SCC2
  -3.4% | 14.6% | nt | -22.4% | 0.3% | 0.8% | 1.5% | 4.1%
> CC(C)Cn1c(N)c(C(=O)COC(=O)c2cc(-c3ccccc3)nc3ccccc23)c(=O)n(C)c1=O
  -5.2%&-2.7% | 5.4%&5.1% | -4.2%&4.0% | -4.1% | 5.6% | -1.7%&-1.4% | 4.6%&4.1% | 2.6%
> Cc1ccccc1C(CC(=O)c1cccs1)C(C#N)C#N (centres undefined)
  -3.0% | 10.2% | -7.2% | 6.4% | -2.0% | 2.0% | 6.6% | 9.4%
> Cc1cc2cc(CNC(=O)Nc3ccccc3)ccc2n1C
  -2.5% | -0.1% | 1.2% | 2.3% | 1.3% | -1.5% | 0.5% | -3.3%
> C[C@@]12CCC=C[C@H]1[C@H](c1ccc3ccccc3c1Br)N(Cc1ccccc1)C2=O
  1.2% | 4.2% | 4.5% | -2.2% | nt | 0.5% | 2.2% | -1.0%
> ONC(=Nc1ccccc1Cl)c1ccccc1Cl
  -0.7% | -4.2% | 6.0% | -15.5% | -11.0% | -3.2% | -6.8% | -18.8%
> CCn1c(O)c(N=NC(=S)NCC2CCCO2)c2ccccc21 (centres undefined)
  -5.3% | 10.3% | -2.0% | -11.8% | 1.6% | -0.3% | -4.5% | -4.7%
> N#Cc1c(-c2ccccc2)cc(C2CC2)nc1SCC(=O)O
  -13.4% | 8.0% | -2.3% | 8.7% | 3.5% | 0.5% | -0.8% | 16.8%
> CCOc1cc(C2C(C(=O)OCC(C)C)=C(C)N=C3SCCC(=O)N32)ccc1OC(C)=O (centres undefined)
  i | 0.3% | -4.2% | -2.8% | -20.0% | 1.8% | 4.8% | 0.1%
> Cc1ccc(N(CC(=O)NC2CCCC2)C(=O)CCCC(=O)Nc2ccccn2)cc1C
  i | -0.5% | -4.5% | nt | -7.0% | 1.6% | -2.0% | 0.0%
> CCN(CC)C1=N/C(=C\c2ccco2)C(=O)N1c1ccccc1
  ? | 23.5% | 3.8% | -13.4% | -7.7% | 2.0%[53 µM] | 7.5%[53 µM] | 1.7%
> CCOc1ccc(CCNC(=O)c2nnc(Cc3ccc(F)cc3)o2)cc1OCC
  -5.5% | -4.6% | -5.6% | 3.6% | 3.9% | -1.5% | -1.8% | 3.7%
> COc1cc2nc(SCC(=O)c3ccc(Br)cc3)n3nc(C)nc3c2cc1OC
  -4.2% | 1.1% | -6.3% | 4.3% | -11.7% | -3.2% | 7.0% | -2.8%
> CCOC(=O)c1[nH]c2ccccc2c1NC(=O)CCN1CCN(C(=O)OCC)CC1
  -1.0% | 5.1% | -11.8% | 0.7% | -1.2% | -1.0% | -11.3% | 4.0%
> Cc1c(Cl)c(-c2n[nH]c(=S)n2-c2ccc(F)cc2)nn1C
  -1.8% | 11.6% | 7.0% | -3.1% | -8.4% | -2.1% | -9.6% | -8.3%
> c1ccc2c(Nc3ccc4c(c3)OCCO4)c3c(nc2c1)CCC3
  ? | 20.0% | -6.8% | ? | 6.5% | 2.0% | -1.1% | 23.8%

# 3 of the compounds above, with each value named.
C[C@@]12CCC=C[C@H]1[C@H](c1ccc3ccccc3c1Br)N(Cc1ccccc1)C2=O
  RECQ1 inh: 1.2%	GoLoco inh red: 4.2%	aGlu spleen mod: 4.5%	L3MBTL1 inh: -2.2%	GAA inh: nt	TexasRed fluor: 0.5%	TRb SRC2 PPI: 2.2%	GAA glycogen mod: -1.0%

ONC(=Nc1ccccc1Cl)c1ccccc1Cl
  RECQ1 inh: -0.7%	GoLoco inh red: -4.2%	aGlu spleen mod: 6.0%	L3MBTL1 inh: -15.5%	GAA inh: -11.0%	TexasRed fluor: -3.2%	TRb SRC2 PPI: -6.8%	GAA glycogen mod: -18.8%

CCn1c(O)c(N=NC(=S)NCC2CCCO2)c2ccccc21 (centres undefined)
  RECQ1 inh: -5.3%	GoLoco inh red: 10.3%	aGlu spleen mod: -2.0%	L3MBTL1 inh: -11.8%	GAA inh: 1.6%	TexasRed fluor: -0.3%	TRb SRC2 PPI: -4.5%	GAA glycogen mod: -4.7%

# High-throughput results as filed in PubChem BioAssay.

# Not all compounds are listed; the hit share may differ from the screen's.
